# High-throughput results: PubChem BioAssay, several laboratories
# TNAP act mid DEA: activators of human TNAP at intermediate phosphate acceptor. P05186. purified TNAP, CDP-star luminescence, 100 mM DEA, 30 min; hits give high values; scale: 0 levamisole-inhibited, 1 vehicle-only enzyme. activation factor at 20 µM. 64,000 tested, under 10 active;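 active = activation factor of at least 2 at 20 µM, relative to controls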
# Target sequence (P05186 whole entry, looked up): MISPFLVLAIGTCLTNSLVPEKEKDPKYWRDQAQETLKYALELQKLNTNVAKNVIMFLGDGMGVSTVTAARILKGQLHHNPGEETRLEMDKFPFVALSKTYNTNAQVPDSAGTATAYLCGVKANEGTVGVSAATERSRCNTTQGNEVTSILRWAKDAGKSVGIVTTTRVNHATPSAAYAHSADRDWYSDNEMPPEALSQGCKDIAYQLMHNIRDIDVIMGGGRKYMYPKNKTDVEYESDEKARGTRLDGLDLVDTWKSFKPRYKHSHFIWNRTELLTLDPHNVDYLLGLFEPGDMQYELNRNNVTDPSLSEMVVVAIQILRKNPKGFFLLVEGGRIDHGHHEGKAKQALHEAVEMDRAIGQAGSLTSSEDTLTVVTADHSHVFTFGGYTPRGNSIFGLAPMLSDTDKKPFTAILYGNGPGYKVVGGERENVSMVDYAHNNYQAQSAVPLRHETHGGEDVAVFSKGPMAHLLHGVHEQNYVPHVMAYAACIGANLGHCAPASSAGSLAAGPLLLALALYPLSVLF
# Jurkat tox 60K: cytotoxicity toward Jurkat cells; Jurkat E6.1 viability, ATP luminescence, 48 h; inhibition, % at 4 µM; actives 1.2% (n = 56,000); AID 463;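 active = inhibition above the mean inhibition of all tested compounds plus 3 SD, cut at about 28% in these data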
# D1 allo mod: allosteric modulators of human D1 dopamine receptor | HEK293 D1, CRE-luciferase, dopamine EC30 potentiation; actives deviate in either direction | actives 5.9% (n = 58,000) | P21728 | B-score at 10 µM;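 active = luminescence count or its row- and column-corrected plate score outside the 99.7% band of the plate's sample wells, on either side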
# S1P3 ag: agonists of human S1P3 receptor; S1P3 NFAT-BLA reporter cells, agonism, FRET ratio; relative to 1 µM S1P, basal subtracted; activation, % at 4.5 µM; actives 0.1% (n = 60,000); AID 373;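 active = activation above the screen-wide mean plus 3 SD, cut at about 4.5% in these data, passing the limit was not always enough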; note: some compounds called inactive have numbers as strong as hits
#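 material = human S1P3 NFAT-BLA reporter CHO cells | schedule = 4 h compound at 37 °C, 2 h substrate at RT | measured by = fluorescent BLA substrate, ex 405 nm, em 460/535 nm ratio | controls = 1 µM S1P reference | replication = primary once, confirmation triplicate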
# E coli RNAP: Escherichia coli RNA polymerase inhibition; P0A8V2; E. coli RNA polymerase, fluorescence transcription assay; inhibition, %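 (tested at 10 µM)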; actives 0.2% (n = 62,000); AID 559; in the data active = inhibition above about 20%;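 note: 0% = enzyme without compound and 100% = no enzyme blank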
# M1 antag: blocks the rat M1 muscarinic receptor response to acetylcholine | P08482 | CHO-M1 cells, Fluo-4 calcium, ACh EC80 antagonist mode; hits give low values | B-score at 10 µM | actives 3.4% (n = 64,000) | AID 628;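 active = calcium fluorescence response, raw or row-and-column corrected B-score, differing from the plate sample mean either way at a set confidence level, mostly lower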
# Target sequence (P08482 whole entry, looked up): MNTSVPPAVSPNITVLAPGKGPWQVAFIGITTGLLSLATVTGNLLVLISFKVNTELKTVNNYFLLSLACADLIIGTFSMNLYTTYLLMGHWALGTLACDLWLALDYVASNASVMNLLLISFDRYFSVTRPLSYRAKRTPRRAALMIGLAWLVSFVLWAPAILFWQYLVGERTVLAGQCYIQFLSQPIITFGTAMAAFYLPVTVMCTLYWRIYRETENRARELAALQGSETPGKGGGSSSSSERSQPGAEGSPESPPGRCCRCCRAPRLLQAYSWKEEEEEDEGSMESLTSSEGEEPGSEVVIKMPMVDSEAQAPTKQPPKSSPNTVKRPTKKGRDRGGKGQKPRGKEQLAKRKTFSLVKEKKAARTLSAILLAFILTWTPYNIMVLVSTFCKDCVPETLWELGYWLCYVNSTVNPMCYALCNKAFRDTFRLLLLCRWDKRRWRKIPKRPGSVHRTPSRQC
# M1 agonist: M1 muscarinic receptor agonism. CHO-M1 cells, Fluo-4 calcium fluorescence, agonist mode; hits give high values. B-score at 10 µM. actives 3% (n = 64,000);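 active = fluorescence rise, raw or as B-score row- and column-corrected plate score, outside the 99.7% band of its plate's samples, either direction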
# S1P1 ag pot: agonists and agonism potentiators of human S1P1 receptor. P21453. S1P1 CRE-bla cells, forskolin, beta-lactamase FRET, potentiator mode; S1P1 agonist co-added at EC20, 2 nM; 100% = saturating reference agonist, 0% = basal. activation, % at 9.5 µM. actives 0.57% (n = 56,000). AID 449;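 active = activation above a cutoff set at the mean activation of all tested compounds plus 3 SD, cut at about 54% in these data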;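 note: forskolin at 4 µM as EC80 and the EC20 agonist is SEW2871; 100% = SEW2871 at its EC100 plus forskolin at EC80; some compounds past the cut are filed as inactive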
# HEK293 NFkB inh: inhibitors of the PMA/ionomycin-induced NF-kB reporter in HEK293 cells. HEK-293 NF-kB luciferase reporter, luminescence. inhibition, % at 3 µM. actives 0.21% (n = 62,000). AID 465;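 active = inhibition above the mean of all tested compounds plus 3 SD, cut at about 40% in these data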;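 note: 0% = stimulated DMSO wells and 100% = 10 µM reference inhibitor 5653914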
#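 Material: HEK-293 cells with stable firefly luciferase reporter driven by four HIV NF-kB elements / Also added: PMA plus ionomycin mix as NF-kB-activating stimulus / Compound dosing: 3 µM once, 0.30% DMSO / Times: 1 h pretreatment, 16 h stimulation, 37 °C / Signal: luminescence / Evaluation: per-plate % inhibition versus controls / Benchmarks: DMSO and 10 µM reference inhibitor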
# Starred values were filed as active, the others as inactive; · = not tested or not shown.
1	Cc1ccc(-c2noc(CCC(=O)N(C)c3ccccc3C)n2)cc1
2	CC1CCCCC1NC(=O)Cn1cnc2ccccc2c1=O (configuration not stated)
3	COc1ccc(CC(NC(=O)c2ccccc2)C(=O)NCC(=O)O)cc1 (configuration not stated)
4	CCOCCCNC(=O)CN1C(=O)C(CC)Oc2ccccc21 (configuration not stated)
5	Cc1cc(NS(=O)(=O)c2ccc(NC(=O)C(C)Oc3ccc4c(C)cc(=O)oc4c3)cc2)no1 (configuration not stated)
6	Cc1ccc(C)c(/C(O)=C2\C(=O)C(=O)N(CCCN(C)C)C2c2cccnc2)c1 (configuration not stated)
7	Cc1cc(OCCN2CCOCC2)nc2ccccc12
8	CC(C)N(C(=O)CSc1nnc(NC(=O)C2CCC2)s1)C(C)C

assay / entry,1,2,3,4,5,6,7,8
TNAP act mid DEA,0.9,1,0.9,1,1,1,0.9,1
Jurkat tox 60K,-1,4,-5,-6,-3,·,·,4
D1 allo mod,-0.061,·,-0.035,0.68,-0.42,0.57,·,-0.71
S1P3 ag,-1.5,0.5,-0.4,-0.5,-0.3,·,-4.4,-0.5
E coli RNAP,8,8,10,7,8,5,30*,6
M1 antag,-1.6,-0.17,-0.046,0.15,-0.074,0.19,-1.3,-0.35
M1 agonist,-0.26,0.11,1.3,0.57,0,0.23,-0.16,-0.41
S1P1 ag pot,-42,8,-2,7,-14,·,3,6
HEK293 NFkB inh,-6,5,1,8,4,14,·,8

9	Cn1c(=O)n(Cc2ccccc2)c(=O)c2c1nc1n2CCCN1C1CCCCC1
10	CCOC(=O)C1CCCN(C(=O)c2cn(CC)c(=O)c3cc(OC)c(OC)cc23)C1 (configuration not stated)
11	COc1ccccc1-n1cc(C(=O)NCC(=O)N2CCN(c3ccccc3)CC2)c2ccccc2c1=O
12	O=c1c2ccccc2c(/C=N/c2ncn[nH]2)c(O)n1Cc1ccccc1
13	COCCCNC(=O)Cn1cc2c(n1)CCC(C)C2 (configuration not stated)
14	CCCCNS(=O)(=O)c1ccc2nc(SCC(=O)Nc3sccc3C#N)[nH]c2c1
15	Cc1cccc(-n2c(N)cc(=O)[nH]c2=S)c1C
16	O=S(=O)(Nc1ccc(S(=O)(=O)N2CCOCC2)cc1)c1ccccc1

assay / entry,9,10,11,12,13,14,15,16
TNAP act mid DEA,0.9,0.9,0.9,1,0.8,0.9,0.9,1
Jurkat tox 60K,-1,·,-2,-1,-3,23,-2,0
D1 allo mod,1.8,2.6,-0.0067,2,-0.93,-1.7,-0.42,-0.99
S1P3 ag,-1.5,·,-0.9,-0.7,-0.3,-1.6,0.1,-1.4
E coli RNAP,3,-2,0,5,6,10,-1,4
M1 antag,0.065,0.017,-0.41,0.15,0.79,-3.1*,·,-0.4
M1 agonist,1.4,-0.18,0.63,-1.1,0.85,0.58,·,0.79
S1P1 ag pot,-3,·,13,-6,-13,35,·,11
HEK293 NFkB inh,16,9,10,15,5,16,13,16

17	COc1ccc(C)cc1NC(=O)CN1CCN(S(=O)(=O)c2ccc(Br)cc2)CC1
18	CC(C)(C)S(=O)(=O)c1c(C(=O)O)cccc1C(=O)O
19	O=C(CSc1nnc(-c2ccccc2)o1)c1ccc2c(c1)OCCO2
20	COC(=O)C1=CNC=C(C(=O)OC)C1c1ccccc1Cl
21	O=C(NCC1CCCO1)c1cccc(Br)c1 (configuration not stated)
22	CCC1C(=O)N=C(SCC(=O)Nc2cccc3ccccc23)NC1=O (configuration not stated)
23	CC(Sc1nc2c(c(=O)n(C)c(=O)n2C)n1Cc1cc2c(cc1Cl)OCO2)C(=O)O (configuration not stated)
24	COc1ccc(CCNC(=O)c2cc(-c3ccccc3)on2)cc1OC

assay / entry,17,18,19,20,21,22,23,24
TNAP act mid DEA,0.9,0.9,0.9,1,1,0.9,0.9,0.9
Jurkat tox 60K,-1,-5,-6,-1,0,2,·,3
D1 allo mod,·,0.11,0.16,-0.61,1.5,-0.25,0.62,0.83
S1P3 ag,0.5,-0.6,0.4,0.5,0.0,-0.3,·,-1.0
E coli RNAP,6,3,2,-14,7,-6,7,4
M1 antag,-0.12,0.049,0.54,-0.24,0.096,0.049,-0.22,1.5
M1 agonist,1.1,-0.63,0.43,0.88,-0.59,0.7,-0.64,-0.35
S1P1 ag pot,-17,13,-10,·,-9,-2,·,·
HEK293 NFkB inh,8,4,14,12,19,12,7,-9

25	Cc1cc2oc(=O)cc(CN3CCCCC3)c2cc1C(C)C
26	CCOc1ccccc1NC(=O)CSc1nnc(Cc2cccn2C)n1-c1ccc(F)cc1
27	C=CCOc1ccc2ccccc2c1CNc1ncn[nH]1
28	CCOc1ccc(C(=O)NC2CCN(C(=O)NCc3ccccc3)CC2)cc1
29	Cc1ccc(CNC(=O)c2cc3c(=O)n4ccccc4nc3n(CC3CCCO3)c2=N)cc1 (configuration not stated)
30	COc1ccc(OC)c(S(=O)(=O)N2CCC(C(=O)NCc3ccccc3OC)CC2)c1
31	CCN1CCCC1CNC(=O)Cn1cccc1C(=O)c1ccccc1 (configuration not stated)
32	Cn1cc(Br)cc2nc(C(F)(F)F)nc1-2

assay / entry,25,26,27,28,29,30,31,32
TNAP act mid DEA,0.8,0.9,1.1,0.9,0.9,1,0.9,1
Jurkat tox 60K,-8,8,6,-3,·,10,2,·
D1 allo mod,0.65,1.7,-0.87,-0.61,·,-0.28,0.096,-0.53
S1P3 ag,2.3,-0.5,-1.2,-1.6,11,-0.7,-0.5,-5.4
E coli RNAP,6,4,3,8,-18,5,0,7
M1 antag,-0.058,0.13,-0.26,-0.1,-0.21,0.46,-1.4,-0.079
M1 agonist,11*,0.56,1,-0.075,5.2*,-0.36,-0.37,-0.36
S1P1 ag pot,20,-12,8,4,-142,0,-1,-6
HEK293 NFkB inh,18,20,14,5,·,14,16,·

33	CCN(CC)c1ccc(C(=O)Nc2cccc(F)c2)cc1
34	CN1CCCC(OC(=O)CCCC(=O)OC2CCCN(C)C2)C1 (configuration not stated)
35	COCC(C)NC(=O)CCS(=O)(=O)c1nc(-c2ccc(OC)cc2)cc(C(F)(F)F)n1 (configuration not stated)
36	CCOC(=O)CSc1nc(NCc2ccco2)c2ccccc2n1
37	Cc1cc(NS(=O)(=O)c2ccc(OCCNS(C)(=O)=O)cc2)no1
38	O=C(Nc1cccc(C(F)(F)F)c1)c1cccnc1
39	COc1ccccc1CNc1nc2nc(C)cc(=O)n2[nH]1
40	CSc1n[nH]c(NCc2cccs2)n1

assay / entry,33,34,35,36,37,38,39,40
TNAP act mid DEA,0.9,1,0.8,1,0.9,1.1,0.9,0.7
Jurkat tox 60K,11,0,6,·,-6,5,3,0
D1 allo mod,-0.18,0.11,0.74,0.14,0.079,-0.7,-0.14,-0.68
S1P3 ag,-1.0,-0.4,-1.0,·,0.1,0.4,-0.6,0.0
E coli RNAP,12,4,6,-8,5,20,6,4
M1 antag,-1.2,-0.32,0.72,-0.61,0.57,·,·,-0.042
M1 agonist,0.7,-0.037,0.53,1.1,0.68,·,·,0.074
S1P1 ag pot,31,-12,16,·,·,·,2,6
HEK293 NFkB inh,-59,19,-2,16,0,-5,4,-1

# One compound at a time, from the list above. Values in the order: TNAP act mid DEA | Jurkat tox 60K | D1 allo mod | S1P3 ag | E coli RNAP | M1 antag | M1 agonist | S1P1 ag pot | HEK293 NFkB inh
# COc1ccc(C)cc1NC(=O)CN1CCN(S(=O)(=O)c2ccc(Br)cc2)CC1 is entered as 0.9 | -1 | · | 0.5 | 6 | -0.12 | 1.1 | -17 | 8
# CC1CCCCC1NC(=O)Cn1cnc2ccccc2c1=O (configuration not stated) is entered as 1 | 4 | · | 0.5 | 8 | -0.17 | 0.11 | 8 | 5
# Cc1ccc(C)c(/C(O)=C2\C(=O)C(=O)N(CCCN(C)C)C2c2cccnc2)c1 (configuration not stated) is entered as 1 | · | 0.57 | · | 5 | 0.19 | 0.23 | · | 14
# COCCCNC(=O)Cn1cc2c(n1)CCC(C)C2 (configuration not stated) is entered as 0.8 | -3 | -0.93 | -0.3 | 6 | 0.79 | 0.85 | -13 | 5

# Following part
41	COCCn1c(CCC(=O)O)nc2c1c(=O)[nH]c(=O)n2CC(C)C
42	CC(C)(C)OC(=O)N1CCC(C(=O)O)CC1
43	COc1ccc(NC(=O)CN2CCC3(O)CCCCC3C2c2ccccc2OC)cc1 (configuration not stated)
44	CC1Cc2ccccc2N1C(=O)c1cc2c(=O)n3ccccc3nc2n1C (configuration not stated)
45	CCOC(=O)c1c(C)c(C(=O)NC(C)COC)c(C)n1CC (configuration not stated)
46	CN1CCN(S(=O)(=O)c2ccc(NC(=O)c3ccc(Br)s3)cc2)CC1
47	CCOC(=O)c1ccc(NS(=O)(=O)c2ccc3c(c2)CCCN3C(C)=O)cc1
48	Cc1cc(C)cc(N2CC(c3nc4ccccc4n3C)CC2=O)c1 (configuration not stated)

assay / entry,41,42,43,44,45,46,47,48
TNAP act mid DEA,1,1,0.9,0.9,0.9,1,0.9,1
Jurkat tox 60K,-4,-2,7,28,3,-7,2,0
D1 allo mod,-1.2,-0.28,1.8,-2.1,·,-3.9*,-0.026,-0.11
S1P3 ag,-0.3,-0.7,-0.1,-0.3,-1.2,-0.4,0.7,0.3
E coli RNAP,-1,-7,-7,1,-7,4,-16,4
M1 antag,-0.64,-0.67,-0.41,-0.58,-0.54,-1.2,0.55,0.028
M1 agonist,0.99,-0.058,1.5,8.4*,0.44,-0.39,0.13,0.19
S1P1 ag pot,-16,-3,-9,-57,3,-19,12,13
HEK293 NFkB inh,10,19,5,-8,23,4,5,4

49	O=C(Cc1ccc(-n2cnnn2)cc1)NC12CC3CC(CC(C3)C1)C2
50	CC1N=C2c3ccccc3N=C(SCc3cc(=O)n4ccccc4n3)N2C1=O (configuration not stated)
51	O=C(Nc1nnc(-c2ccc3c(c2)CCCC3)o1)C1COc2ccccc2O1 (configuration not stated)
52	COc1ccc(OC)c(-n2cc3c(=O)n(C)c(=O)n(C)c3c2)c1
53	N#Cc1nc(-c2ccc(Cl)cc2)oc1N1CCCCC1
54	COc1ccc(N2CCN(S(=O)(=O)c3cccs3)CC2)cc1
55	COc1ccccc1CN1C(=O)CN(C2CCCC2)C(=O)C1c1ccc(F)cc1 (configuration not stated)
56	O=c1c2sc3nc(N4CCOCC4)c4c(c3c2ncn1Cc1ccco1)CCCC4
57	O=C1c2nc3ccccn3c2C(=O)N1Cc1ccccc1
58	NC(=O)c1ccccc1N=Cc1ccccn1
59	N#CCCn1ncn(-c2ccccc2)c1=S

assay / entry,49,50,51,52,53,54,55,56,57,58,59
TNAP act mid DEA,0.9,1,0.8,1,1,1,0.9,0.9,0.9,0.9,0.9
Jurkat tox 60K,7,-7,4,10,·,-2,·,·,7,4,3
D1 allo mod,0.32,1.4,-0.45,1.9,-0.98,5*,-0.24,·,0.037,-1.2,1.2
S1P3 ag,-0.5,0.1,-0.6,-1.9,-2.4,-0.3,·,0.9,-0.3,-1.3,-0.8
E coli RNAP,-4,-2,8,8,-8,6,4,4,9,2,3
M1 antag,-0.15,-2.9,0.53,0.051,-1.2,0.63,-0.26,1,-0.43,0.09,0.51
M1 agonist,-0.33,0.06,0.16,0.32,-0.45,-0.44,-1.1,0.94,-1.4,-0.082,0.23
S1P1 ag pot,9,-97,-1,-24,1,·,·,-64,-22,-12,-7
HEK293 NFkB inh,17,17,9,7,·,4,16,·,10,11,15
